Screening data (PubChem BioAssay)
Growth percent in the NCI-60 one-dose screen (48 h, 10 µM unless noted): 100 = growth as untreated, 0 = no growth, -100 = all killed.
NCI-H226: NCI-H226 lung cancer | actives 3.5% (n = 79,000) | AID 1794732
NCI-H460: NCI-H460 lung cancer; actives 6.8% (n = 82,000)
HCT-15: HCT-15 colon cancer | actives 5.2% (n = 82,000)
HT29: HT29 colon cancer; AID 1794748; actives 7.4% (n = 81,000)
NCI-H322M: NCI-H322M lung cancer; actives 2.7% (n = 80,000)
KM12: KM12 colon cancer cells | AID 1794800 | actives 5% (n = 82,000)
HCT-116: HCT-116 colon cancer. actives 7.3% (n = 82,000). AID 1794798
COLO 205: COLO 205 colon cancer; AID 1794742; actives 7.3% (n = 79,000)
SW-620: SW-620 colon cancer. actives 5.2% (n = 82,000). AID 1794795
Numbers without * were called inactive; x = not tested or not shown. Rule for the calls: active = growth percent below 10; inactive = the rest.

Start of the data: the first 2 compounds, ahead of the listing:
Screens by letter: A = NCI-H226; B = NCI-H460; C = HCT-15; D = HT29; E = NCI-H322M; F = KM12; G = HCT-116; H = COLO 205; I = SW-620
N#Cc1c(N)nc(-c2cc(F)cc(C(F)(F)F)c2)nc1-c1ccccc1F
  A = 30 | B = 15 | C = 67 | D = 40 | E = x | F = 80 | G = 26 | H = 25 | I = 63
Cc1nc2c(=O)[nH]c(=O)[nH]c2c(=O)[nH]1
  A = 98 | B = 105 | C = 102 | D = 101 | E = 99 | F = 94 | G = 100 | H = 113 | I = 98

The listing, previewed entries included:
Screens by letter: A = NCI-H226; B = NCI-H460; C = HCT-15; D = HT29; E = NCI-H322M; F = KM12; G = HCT-116; H = COLO 205; I = SW-620
N#Cc1c(N)nc(-c2cc(F)cc(C(F)(F)F)c2)nc1-c1ccccc1F
  A = 30 | B = 15 | C = 67 | D = 40 | E = x | F = 80 | G = 26 | H = 25 | I = 63
Cc1nc2c(=O)[nH]c(=O)[nH]c2c(=O)[nH]1
  A = 98 | B = 105 | C = 102 | D = 101 | E = 99 | F = 94 | G = 100 | H = 113 | I = 98
COc1ccc2cc(-c3ccnc4cc(-c5ccccc5)nn34)ccc2c1
  A = 95 | B = 95 | C = 95 | D = 86 | E = 93 | F = 93 | G = 94 | H = 123 | I = 102
O=C(/C=C/c1sc(Cl)nc1Cl)c1ccc(F)cc1
  A = 96 | B = 102 | C = 31 | D = 84 | E = 100 | F = 61 | G = 39 | H = 76 | I = 25
NCc1ccc([N+](=O)[O-])cc1
  A = 98 | B = 108 | C = 98 | D = 104 | E = x | F = 106 | G = 105 | H = 108 | I = 101
COc1ccc(CCC2CC2Cc2ccc(OCc3ccccc3)cc2)cc1 (stereo not drawn)
  A = 109 | B = 107 | C = 100 | D = 97 | E = 104 | F = 107 | G = 101 | H = 118 | I = 102
O=C1CNC(c2ccccc2)N1O (stereo not drawn)
  A = 98 | B = 111 | C = 107 | D = 101 | E = 98 | F = 112 | G = 97 | H = 113 | I = 120
COc1ccc(/C=N\NC(=S)N/N=C/c2ccc(OC)c(OC)c2)cc1OC
  A = 102 | B = 104 | C = 98 | D = 115 | E = 112 | F = 92 | G = 112 | H = 102 | I = 103
O=C1NC(=O)/C(=C\c2ccccc2)C2=C1CCCC2
  A = 92 | B = 85 | C = 21 | D = 104 | E = 107 | F = 18 | G = 19 | H = -63* | I = -50*
CC(=O)Nc1cc(OC(C)=O)nc2c1CCC2
  A = 102 | B = 105 | C = 103 | D = 102 | E = 107 | F = 102 | G = 108 | H = 112 | I = 104
CCCCCCCCN(CCCCCCCC)CC(O)c1ccc2cc(Cl)c3ccccc3c2c1 (stereo not drawn)
  A = 116 | B = 108 | C = 99 | D = 91 | E = 105 | F = 88 | G = 97 | H = 108 | I = 68
N/C(=N\c1nc2c(Cl)cc(Cl)cc2s1)C(Cl)(Cl)Cl
  A = 73 | B = -1.2* | C = 57 | D = 8.6* | E = -56* | F = 1.4* | G = 51 | H = -16* | I = 61
O=C1CCC23OC(O)C(O)C2C(O)c2ccccc2N13 (stereo not drawn)
  A = 107 | B = 111 | C = 118 | D = 93 | E = 96 | F = 109 | G = 95 | H = 118 | I = 109
Cc1ccc(S(=O)(=O)c2nc(S(C)(=O)=O)sc2N2CCNCC2)cc1
  A = 115 | B = 99 | C = 91 | D = 82 | E = 89 | F = 100 | G = 69 | H = 104 | I = 111
CC(O)(c1ccccc1)C(C)(O)c1ccccc1 (stereo not drawn)
  A = 106 | B = 102 | C = 103 | D = 106 | E = 126 | F = 105 | G = 94 | H = 101 | I = 103
C=CCN1C(=O)/C(=C/c2cccc(C(F)(F)F)c2)SC1=Nc1ccc(Cl)c(Cl)c1
  A = x | B = 91 | C = 72 | D = 67 | E = 87 | F = 87 | G = 68 | H = x | I = 84
CCOC(=O)C1=C2C(=O)[C@@]3(C)CC(=O)C[C@H]3C[C@H](C)[C@H]2CC[C@@H]1C
  A = 94 | B = 99 | C = 104 | D = 100 | E = 94 | F = 112 | G = 98 | H = 103 | I = 99
C(#Cc1ccccc1)c1ccccc1
  A = 101 | B = 102 | C = 99 | D = 101 | E = 105 | F = 111 | G = 100 | H = 109 | I = x
O=CNc1ccc2c3c(cccc13)-c1ccccc1-2
  A = 67 | B = 84 | C = 89 | D = 98 | E = 76 | F = 75 | G = 96 | H = 117 | I = 103
C=C(C)[C@@H]1CC[C@]2(C(=O)OC)CC[C@]3(C)[C@H](CC[C@@H]4[C@@]5(C)C/C(=C/c6cccc(I)c6)C(=O)C(C)(C)[C@@H]5CC[C@]43C)[C@@H]12
  A = 94 | B = 101 | C = 99 | D = 107 | E = 97 | F = 101 | G = 95 | H = 125 | I = 101
O=C1CSC(c2ccccc2Cl)N1c1nnc(Cn2ccnc2)o1 (stereo not drawn)
  A = 86 | B = 107 | C = 90 | D = 104 | E = 92 | F = 99 | G = 90 | H = 131 | I = 97
COc1ccccc1/C=C1\COc2ccc(-c3ccccc3)cc2C1=O
  A = 88 | B = 12 | C = 23 | D = 5.4* | E = 80 | F = -32* | G = 5.6* | H = 9.9* | I = 17
CCc1ccc(-c2ccc(-n3nc(C)c4c(=O)[nH]cnc43)cc2)cc1
  A = 99 | B = 105 | C = 82 | D = 91 | E = x | F = 97 | G = 84 | H = 119 | I = 100
Nc1nc(N)c2cc(Sc3cccc(C(F)(F)F)c3)ccc2n1
  A = 58 | B = 15 | C = 24 | D = 15 | E = 37 | F = 25 | G = 15 | H = -76* | I = 23
NS(=O)(=O)Oc1ccc(NC(=O)C23CC4CC(CC(C4)C2)C3)cc1F
  A = 104 | B = 106 | C = 104 | D = 104 | E = 109 | F = 101 | G = 97 | H = x | I = 104
Brc1c2cccnc2n2nnc3ccccc3c12
  A = 68 | B = 56 | C = 66 | D = 81 | E = 82 | F = 87 | G = 53 | H = 82 | I = 74
Clc1ccc(-n2ncc3c(Nc4ccc(OCc5ccccc5)cc4)ncnc32)cc1
  A = 102 | B = 93 | C = 87 | D = 85 | E = 75 | F = 80 | G = 95 | H = 91 | I = 101
Cc1ccccc1NC(=O)Nc1ccccc1C
  A = 101 | B = 104 | C = 113 | D = 101 | E = 106 | F = 113 | G = 111 | H = 116 | I = 104
CCC1(OC(=O)c2ccccc2SSCCOC(=O)CCCCC2SCC3NC(=O)NC32)C(=O)OCc2c1cc1n(c2=O)Cc2cc3ccccc3nc2-1 (stereo not drawn)
  A = 42 | B = 13 | C = 65 | D = 68 | E = 84 | F = 79 | G = 54 | H = 79 | I = 51
CON1CCC[C@]2(C)[C@H]3CC[C@@H]4[C@H]5[C@H]6OC[C@@]5(CCC6(C)C)CC[C@@]4(C)[C@]3(C)CC[C@H]2C1(C)C
  A = 96 | B = 103 | C = 98 | D = 110 | E = 99 | F = 103 | G = 97 | H = 118 | I = 93
Clc1ccc2sc(SCCCCn3ccnc3)nc2c1
  A = 75 | B = 93 | C = 87 | D = 73 | E = 85 | F = 99 | G = 86 | H = 98 | I = 89
CCOc1ccc2nc(-c3cccc(OCC(=O)NC(C)C)c3)nc(Nc3ccc(-c4cn[nH]c4)cc3)c2c1
  A = 39 | B = -38* | C = 31 | D = -28* | E = -8.4* | F = 5.3* | G = 5.6* | H = x | I = 7.1*
COC(=O)c1ccc2[nH]c(O)c(C(=Nc3ccc(N(C)C(=O)CN4CCN(C)CC4)cc3)c3ccc(CO)cc3)c2c1
  A = 64 | B = 102 | C = 95 | D = 58 | E = 84 | F = 22 | G = 40 | H = 56 | I = 82
C#CCOc1ccccc1C(OC(=O)c1ccc(OC)c(OC)c1)C(=O)NC(C)(C)C(C)(C)C (stereo not drawn)
  A = 89 | B = 95 | C = 81 | D = 74 | E = 88 | F = 90 | G = 58 | H = 86 | I = 93
COc1ccc2cc(-c3nc4c(cnn4-c4ccccc4)c(=O)[nH]3)c(OC)nc2c1
  A = 105 | B = 97 | C = 97 | D = 100 | E = 93 | F = 91 | G = 98 | H = 101 | I = 92
CCOC(=O)c1noc2c1CCc1c-2cn(Cc2ccc(OC)cc2)c1-c1ccccc1
  A = 83 | B = 97 | C = 51 | D = 79 | E = 96 | F = 74 | G = 62 | H = 109 | I = 90
Cc1nn(-c2cc(NC3CCC(O)CC3)c3c(=O)[nH]c(CCC(F)(F)F)cc3c2)c2c1C(=O)CC(C)(C)C2 (stereo not drawn)
  A = 68 | B = 21 | C = 31 | D = 14 | E = 56 | F = 23 | G = 38 | H = 37 | I = 24
c1ccc2[nH]c(-c3ccc(OCCCCCOc4ccc(-c5nc6ccccc6[nH]5)cc4)cc3)nc2c1
  A = 103 | B = -20* | C = 17 | D = -31* | E = 73 | F = 23 | G = -22* | H = 121 | I = -3.0*
CCOc1ccc(C(C)Oc2ccc(C(=O)NS(=O)(=O)C(C)(C)C)cc2C(F)(F)F)nc1 (stereo not drawn)
  A = 101 | B = 103 | C = 101 | D = 121 | E = 97 | F = 103 | G = 104 | H = 134 | I = 104
CN(C)c1cccc2c(S(=O)(=O)N[C@H]3CC[C@H]4[C@@H]5CCc6cc(O)ccc6[C@H]5CC[C@]34C)cccc12
  A = 51 | B = 7.1* | C = 18 | D = 2.7* | E = 57 | F = 18 | G = 13 | H = 8.1* | I = 25
C=CCn1c(SCC(=O)Nc2ccc(C(=O)/C=C/c3ccc(OC)c(OC)c3)cc2)nnc1-c1c[nH]c2ccccc12
  A = 94 | B = 107 | C = 99 | D = 115 | E = 101 | F = 99 | G = 103 | H = 118 | I = 102
Cc1ccc2c(c1)SC1=NC=C(C(=O)NNC(=O)c3ccncc3)[C@H](c3ccccn3)N12
  A = 104 | B = 93 | C = 94 | D = 89 | E = 100 | F = 56 | G = 87 | H = 93 | I = 88
COc1cccc(-c2cc(-c3ccc(NC(=O)c4ccc(C)cc4)cc3)[nH]c(=O)c2C#N)c1
  A = 100 | B = 103 | C = 97 | D = 111 | E = 95 | F = 99 | G = 100 | H = 116 | I = 99
O=S(=O)(c1ccc(F)cc1)N1CCN(c2nccc(-c3c(-c4cccc(F)c4)nc4sccn34)n2)CC1
  A = 81 | B = 73 | C = 76 | D = 68 | E = 87 | F = 85 | G = 72 | H = 78 | I = 89
CC(C)=NNC(N)=O
  A = 98 | B = 97 | C = 100 | D = 96 | E = 107 | F = 103 | G = 99 | H = 94 | I = 98

Some of these compounds in order of heavy-atom count, falling.
Screens by letter: A = NCI-H226; B = NCI-H460; C = HCT-15; D = HT29; E = NCI-H322M; F = KM12; G = HCT-116; H = COLO 205; I = SW-620
CCC1(OC(=O)c2ccccc2SSCCOC(=O)CCCCC2SCC3NC(=O)NC32)C(=O)OCc2c1cc1n(c2=O)Cc2cc3ccccc3nc2-1 (stereo not drawn)
  A = 42 | B = 13 | C = 65 | D = 68 | E = 84 | F = 79 | G = 54 | H = 79 | I = 51
Cc1nn(-c2cc(NC3CCC(O)CC3)c3c(=O)[nH]c(CCC(F)(F)F)cc3c2)c2c1C(=O)CC(C)(C)C2 (stereo not drawn)
  A = 68 | B = 21 | C = 31 | D = 14 | E = 56 | F = 23 | G = 38 | H = 37 | I = 24
c1ccc2[nH]c(-c3ccc(OCCCCCOc4ccc(-c5nc6ccccc6[nH]5)cc4)cc3)nc2c1
  A = 103 | B = -20* | C = 17 | D = -31* | E = 73 | F = 23 | G = -22* | H = 121 | I = -3.0*
CCCCCCCCN(CCCCCCCC)CC(O)c1ccc2cc(Cl)c3ccccc3c2c1 (stereo not drawn)
  A = 116 | B = 108 | C = 99 | D = 91 | E = 105 | F = 88 | G = 97 | H = 108 | I = 68
O=C(/C=C/c1sc(Cl)nc1Cl)c1ccc(F)cc1
  A = 96 | B = 102 | C = 31 | D = 84 | E = 100 | F = 61 | G = 39 | H = 76 | I = 25
C(#Cc1ccccc1)c1ccccc1
  A = 101 | B = 102 | C = 99 | D = 101 | E = 105 | F = 111 | G = 100 | H = 109 | I = x
CC(C)=NNC(N)=O
  A = 98 | B = 97 | C = 100 | D = 96 | E = 107 | F = 103 | G = 99 | H = 94 | I = 98

(next part)
Screens by letter: A = NCI-H226; B = NCI-H460; C = HCT-15; D = HT29; E = NCI-H322M; F = KM12; G = HCT-116; H = COLO 205; I = SW-620
COc1cnc2c(c1)C(=O)c1c-2n(CCCNC2=NCCS2)c(=O)c2cc(Cl)ccc12
  A = 47 | B = -80* | C = -69* | D = -83* | E = -44* | F = -63* | G = -88* | H = -74* | I = -79*
CC(C)COCC(O)CCl (stereo not drawn)
  A = 126 | B = 105 | C = 96 | D = 96 | E = 98 | F = 110 | G = 101 | H = 104 | I = 99
O=C(NCCNc1cc(-c2cn(-c3ccccc3)nc2-c2cccc(O)c2)ccn1)c1cccc(O)c1
  A = 76 | B = 27 | C = 46 | D = 60 | E = x | F = 60 | G = 53 | H = 105 | I = 102
C1CC1C(=NN=C(C1CC1)C1CC1)C1CC1
  A = 91 | B = 112 | C = 93 | D = 99 | E = 115 | F = 103 | G = 108 | H = 113 | I = 101
COC(=O)c1nc(N)nc(C(=O)OC)c1C(=O)c1ccccn1
  A = 99 | B = 112 | C = 101 | D = 115 | E = 108 | F = 106 | G = 108 | H = 111 | I = 110
CCCC(/C=C/C(C)C)(C(=O)OCC)C(=O)OCC
  A = 98 | B = 106 | C = 101 | D = 109 | E = 86 | F = 105 | G = 98 | H = 106 | I = 104
Cc1ccc(C2=NN(C(=O)c3ccc(S(N)(=O)=O)cc3)C(c3ccc(C)cc3)C2)cc1 (stereo not drawn)
  A = 98 | B = 96 | C = 82 | D = 101 | E = 93 | F = 95 | G = 86 | H = 109 | I = 99
O=c1[nH]nc(-c2n[nH]c(=O)o2)o1
  A = 96 | B = 109 | C = 107 | D = 99 | E = 98 | F = 103 | G = 101 | H = 109 | I = 102
CCCCN(C#N)c1ccccc1
  A = 96 | B = 106 | C = 102 | D = 111 | E = 140 | F = 106 | G = 105 | H = 110 | I = 100
O=C(Nc1c(Br)cc2c(c1Br)Cc1ccccc1-2)C(Cl)Cl
  A = 87 | B = 99 | C = 115 | D = 106 | E = x | F = 107 | G = 103 | H = 95 | I = 94
CSc1cc(SC)ncn1
  A = 107 | B = 119 | C = 98 | D = 97 | E = 105 | F = 108 | G = 102 | H = 104 | I = 103

Outcome played no part in choosing rows; overall some 11% were active at least once.
